Source: PubChem (several laboratories)
Vif inh = HIV Vif self-association inhibitors, primary screen, imaging, HEK293T, single point. HEK293T cells, Vif self-association by quenched fluorescence, 24 h. inhibition, % at 7.49 µM. hit rate 0.35% among 340,000; in the data active means inhibition above about 50%, passing the limit was not always enough; further: some results filed as inactive read as strong as hits
SRC1 inh = SRC1 coactivator transcriptional activity inhibitors, primary screen, cell-based, luminescence; HEK293 GAL4-SRC1 luciferase reporter; inhibition, % at 3.6 µM; hit rate 0.12% among 360,000; AID 588354, 2011;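 active means inhibition above the campaign mean plus 3 SD, with each screening campaign given its own cutoff, cut at about 60% in these data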;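 further: 0% = DMSO treated cells and 100% = gossypol at 36 µM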
COUP-TFII inh = NR2F2 transcriptional activity inhibitors, primary screen, cell-based, luciferase reporter, HEK293T, luminescence | hit rate 0.7% among 370,000 | HEK293T NGFI-A luciferase reporter | inhibition, % at 8.6 µM | COUP transcription factor 2 (Homo sapiens), P24468 | AID 686940, 2013;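 active means inhibition above a per-plate cutoff, mean inhibition of test wells between control levels plus 3 SD, cut at about 38% in these data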;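 further: cells cotransfected with COUP-TFII expression vector driving the NGFI-A reporter; 0% = median of COUP-TF2 test wells and 100% = reporter-only cells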
TLR9-MyD88 inh = inhibitors of TLR9-MyD88 association in cells, primary screen, cell-based, CHO, BLA complementation, fluorescence | inhibition, % at 4.98 µM | hit rate 0.21% among 340,000 | CCF4 FRET ratio;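 active means inhibition above the mean over all tested compounds plus 3 SD, cut at about 21% in these data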;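 further: 0% = DMSO only wells and 100% = clavulanate BLA inhibitor control wells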
NR5A2 inv ag = LRH-1 (NR5A2) inverse agonists, primary screen, cell-based, luminescence, HEK293T, StAR-luciferase reporter | LRH-1 transfected, 24 h | inhibition, % at 3.6 µM | hit rate 0.13% among 360,000 | AID 602396, 2012;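 active means inhibition above the mean inhibition of all tested compounds plus 3 SD, cut at about 73% in these data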;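 further: 0% = DMSO wells and 100% = reporter-only cells lacking LRH-1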
Target sequence (O00482 whole entry, looked up): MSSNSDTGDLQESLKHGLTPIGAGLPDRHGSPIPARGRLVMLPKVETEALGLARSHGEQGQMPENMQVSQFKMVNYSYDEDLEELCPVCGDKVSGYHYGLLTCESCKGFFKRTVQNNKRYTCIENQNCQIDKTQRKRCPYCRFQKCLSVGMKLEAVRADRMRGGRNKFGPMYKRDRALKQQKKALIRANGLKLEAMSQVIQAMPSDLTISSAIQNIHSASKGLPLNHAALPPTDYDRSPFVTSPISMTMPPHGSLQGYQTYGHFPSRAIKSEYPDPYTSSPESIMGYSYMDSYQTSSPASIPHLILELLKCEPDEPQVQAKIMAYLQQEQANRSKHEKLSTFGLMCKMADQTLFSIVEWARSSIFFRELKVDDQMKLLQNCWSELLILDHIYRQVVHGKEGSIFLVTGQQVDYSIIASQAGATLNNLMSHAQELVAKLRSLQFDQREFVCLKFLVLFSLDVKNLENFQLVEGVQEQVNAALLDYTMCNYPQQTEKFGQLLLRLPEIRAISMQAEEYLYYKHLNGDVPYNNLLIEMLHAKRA
SRC2 inh = inhibition of GAL4-SRC2 driven luciferase reporter, primary screen, SRC2 inhibitor project, cell-based, luminescence; AID 651957, 2012; hit rate 0.17% among 370,000; HEK293 GAL4-SRC2 luciferase reporter; Nuclear receptor coactivator 2 (Homo sapiens), Q15596; inhibition, % at 9 µM;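 active means inhibition above the mean inhibition of all tested compounds plus 3 SD, set per campaign, cut at about 52% in these data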;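 further: 0% = DMSO treated cells and 100% = cells given Gossypol at 36 µM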
C8 TRAIL sens = viability loss with TRAIL in NB7+C8 cells, primary screen, TRAIL sensitizer project, cell-based, ATPlite luminescence; inhibition (viability loss, TRAIL sensitization), % at 10 µM; hit rate 1% among 360,000; AID 624354, 2012;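 active means compounds causing at least 50% loss of cell viability in the single-dose screen, relative to plate controls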
NOD2-RIPK2 inh = NOD2-RIPK2 binding disruptors in cells, primary screen, fluorescence, CHO cells, BLA complementation; Receptor-interacting serine/threonine-protein kinase 2 (Homo sapiens), O43353; CCF4 ratio; inhibition, % at 4.98 µM; hit rate 0.38% among 360,000; in the data active means inhibition above about 21%;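 further: 0% = vehicle only and 100% = reference blocker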
Target sequence (O43353 whole entry, looked up): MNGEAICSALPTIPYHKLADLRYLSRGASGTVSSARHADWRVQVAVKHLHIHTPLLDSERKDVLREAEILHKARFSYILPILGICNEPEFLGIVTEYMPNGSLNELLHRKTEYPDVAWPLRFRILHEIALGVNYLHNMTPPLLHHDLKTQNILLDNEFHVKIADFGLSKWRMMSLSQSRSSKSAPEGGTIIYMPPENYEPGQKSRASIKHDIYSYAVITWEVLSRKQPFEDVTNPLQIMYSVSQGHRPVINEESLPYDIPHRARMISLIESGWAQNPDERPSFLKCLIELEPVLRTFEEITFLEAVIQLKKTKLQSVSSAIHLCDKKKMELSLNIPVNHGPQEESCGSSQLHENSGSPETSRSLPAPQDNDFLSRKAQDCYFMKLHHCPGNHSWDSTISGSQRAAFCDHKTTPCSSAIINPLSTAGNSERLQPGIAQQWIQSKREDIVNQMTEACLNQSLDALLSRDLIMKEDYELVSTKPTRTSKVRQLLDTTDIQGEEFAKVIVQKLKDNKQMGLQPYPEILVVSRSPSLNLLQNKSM
LMP1 NFkB inh = EBV LMP1-driven NF-kappaB luciferase reporter inhibitors, primary screen, cell-based, luminescence, single point; LMP1-induced NF-kappaB luciferase reporter cells; inhibition, % at 12.5 µM; hit rate 0.69% among 350,000; AID 504558, 2011; in the data active means inhibition above about 41%;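 further: 0% = neutral control wells and 100% = reference inhibitor control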
TROY signal inh = inhibitors of TROY-driven NF-kB signaling, primary screen, Q293 LMP1-TROYcd cells, NF-kB luciferase, uHTS; inhibition, % at 10 µM; Q293 LMP1-TROYcd NF-kB luciferase reporter, 4 h; hit rate 0.98% among 360,000;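 active means compounds whose plate-normalised and pattern-corrected inhibition of the luciferase reporter signal at the single screening dose is 50% or more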
NCOA3 inh = SRC3 coactivator transcriptional activity inhibitors, primary screen, cell-based, luminescence. Nuclear receptor coactivator 3 (Homo sapiens), Q9Y6Q9. HEK293 GAL4-SRC3 luciferase reporter. inhibition, % at 3.6 µM. hit rate 0.17% among 360,000. AID 588352, 2011;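 active means inhibition above a per-campaign cutoff, the mean of all compounds plus 3 SD, cut at about 60% in these data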;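 further: 0% = DMSO-treated cells and 100% = gossypol-treated cells at 36 µM; higher means less SRC3-driven luciferase light from the GAL4 reporter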
* marks the source's active call; other numbers are inactive results; . = no result given; & = joins results of further samples; ! = not active in a repeat. Some of the compounds tested; the hit share may differ from the screen's.

SMILES	Vif inh	SRC1 inh	COUP-TFII inh	TLR9-MyD88 inh	NR5A2 inv ag	SRC2 inh	C8 TRAIL sens	NOD2-RIPK2 inh	LMP1 NFkB inh	TROY signal inh	NCOA3 inh
COc1ccc2[nH]c(C)c(CCNC(=S)Nc3ccccc3OC)c2c1	1.8	2.3	7.9	1.9	6.5	15.3	-0.8	-9.2	3.6	11.2	6.5
CCOC(=O)c1cnc2c(C)cccc2c1Nc1cccc(C(=O)O)c1	-13.1	5.5	-12.0	-7.8	-4.1	-12.5	-2.6	-1.4	-5.9	1.3	0.8
CC1(Oc2ccc(Cl)cc2)CCN(Cc2csc3ccccc23)C1 (centres undefined)	0.3	13.2	-4.6	.	2.3	-10.3	-12.6	6.7	.	4.2	5.8
Cc1ccc(S(=O)(=O)C2(C(=O)O)CCCC2)cc1C	13.9	-1.3	8.0	-3.2	-12.9	4.7	-35.9	-11.0	-4.6	-18.0	-12.0
C[C@H](NC(=O)OCc1ccccc1)C(=O)N[C@@H](Cc1c[nH]c2ccccc12)C(=O)O	-10.7	-15.8	-7.2	1.7	18.3	-32.5	10.6	-8.0	-1.7	7.8	-7.5
Cc1ccc(C(=O)NC2CCN(C(=O)NCc3ccccc3)CC2)cc1	17.5	-2.6	-13.4	-9.3	6.2	-4.3	10.0	4.3	-10.3	7.8	-4.4
COc1ccc(Cl)cc1C(=O)Nc1nc2ccccc2[nH]1	-10.9	-27.8	29.3	1.6	-16.6	54.3*	81.3*	-1.5	17.7	70.6*	-24.9
O=C(NCCc1ccccc1)/C(=C\c1cccc([N+](=O)[O-])c1)NC(=O)c1ccco1	.	17.2	4.0	-9.2	15.1	1.9	-11.5	-2.6	2.6	12.1	5.4
O=C(c1ccc2oc(Cc3ccc(Cl)cc3)nc2c1)N1CC[C@H](O)C1	-2.6	12.0	-19.4	-7.1	-13.7	-5.5	-11.1	-9.7	-6.0	-12.5	-2.6
Cc1ccc(-n2ncc3c(N4CCCC4)ncnc32)c(C)c1	0.2	-51.0	-39.1	2.0	-83.6	-94.7	4.3	-8.7	-23.9	-53.7	-41.0
CC(C)C1Cc2c(sc3c2c(=O)n(Cc2ccccc2)c2nncn32)CO1 (centres undefined)	7.1	-5.2	-15.8	6.9	-10.6	7.2	-15.1	6.8	4.3	10.3	7.0
COc1ccc(C(=O)NNS(=O)(=O)c2ccc(OC)cc2)cc1	0.9	1.7	-8.6	6.0	-29.3	5.5	-2.0	-10.7	0.6	-1.9	0.3
Cc1cc(Nc2cccc(Cl)c2)nc(NCc2ccccc2)n1	-1.3	28.5	13.4	8.3	28.3	36.1	17.6	0.0	1.1	30.1	2.2
O=C(CSc1nc2ccccc2[nH]1)c1ccc(Cl)s1	0.7	-13.2	-8.9	-5.2	4.2	-18.6	-0.9	2.1	-10.4	-47.9	-27.9
COc1cccc(-c2nnc(NC(=O)C3CCCCC3)o2)c1	.	-2.6	-11.3	9.7	-7.1	0.9	21.6	-6.1	-8.8	-52.7	-34.7
Cc1ccc(S(=O)(=O)c2nc(S(C)(=O)=O)sc2N2CC(C)OC(C)C2)cc1 (centres undefined)	-5.6	-6.5	1.1	3.4	-21.5	-1.3	8.0	-1.6	-5.8	2.9	-3.0
COc1c2c(c(CCC(=O)O)c3c1C=CC(C)(C)O3)OC(C)(C)C=C2	-3.5	-25.4	2.3	-1.8	8.9	-4.6	15.3	6.4	-5.7	-8.5	1.3
CC(C)(C)NC(=O)c1ccccc1-c1nc2ccccc2s1	-1.3	-31.8	-2.4	-4.9	-0.7	-1.8	12.4	-5.0	4.4	-7.1	2.9
CC(C)COC(=O)OCN1C(=O)CN(CCN2CC(=O)N(COC(=O)OCC(C)C)C(=O)C2)CC1=O	-6.9	-14.3	7.6	3.4	11.3	-2.5	-11.0	-10.1	0.2	-8.2	-30.2
COc1ccc(NC(=O)CCCC2CCCCC2)cc1S(=O)(=O)N1CCCCC1	-2.1	8.8	-1.7	10.9	5.9	9.4	9.4	-1.4	11.9	6.8	12.1
Cc1cnc(C(=O)OC(C)C(=O)Nc2ccccc2-c2ccccc2)cn1 (centres undefined)	19.3	-3.7	8.3	0.3	1.9	25.7	31.4	0.4	-1.7	-1.2	-8.0
COC(=O)c1[nH]c2c(c1C)C(=O)CC(c1cc(OC)ccc1OC)C2 (centres undefined)	4.6	-4.1	5.7	-4.0	10.5	-11.1	17.9	10.1	-3.2	3.0	-2.5
COc1ccccc1NS(=O)(=O)c1ccc(C)c(C(=O)Nc2ccc(S(=O)(=O)Nc3onc(C)c3C)cc2)c1	-1.1	-35.1	7.2	-5.6	-21.7	-18.8	-3.3	-6.8	6.6	-5.5	-14.2
COc1ccc(CCN2CCCC(CN(C)C(=O)c3cc(C)oc3C)C2)cc1 (centres undefined)	9.8	-81.4	-11.0	-4.0	-88.3	-105.6	15.3	-4.9	-13.5	-42.8	-54.6
CC(C1CC2CCC1C2)n1c(-c2cccs2)n[nH]c1=S (centres undefined)	2.1	15.9	-3.9	-6.4	3.8	6.3	9.4	-0.5	5.4	10.6	12.6
Cc1c(C(=O)NCc2ccc(C#N)cc2)sc(=O)n1Cc1ccccn1	-3.4	1.5	-12.4	.	15.8	-20.6	8.5	-1.1	.	5.0	-6.3
CC(=O)Nc1ccc(S(=O)(=O)n2cnc(C)c2)cc1	0.1	-4.4	8.5	0.8	2.4	-4.5	-5.7	-7.7	1.6	2.3	8.3
COc1cccc(CNC(=O)C2CCN(S(=O)(=O)c3cccs3)CC2)c1	0.9	-7.5	11.9	-10.1	10.8	2.3	5.0	-11.6	-1.1	3.0	-20.3
COc1ccc([C@H]2CC(=O)C=C(c3ccc(C)c(F)c3)C2)cc1	-2.6	-7.3	3.7	-6.2	-8.2	-63.3	-8.5	-3.9	-1.6	-16.3	-27.6
COCc1nnc(NC(=O)CCSc2ccccc2)s1	-1.8	-57.6	-15.4	-18.0	-19.6	-47.7	6.3	0.1	-0.3	-25.4	-20.0
O=C(c1cccc([N+](=O)[O-])c1)N1CCN(c2cccc(Cl)c2)CC1	18.4	2.4	0.5	9.7	18.7	-8.0	-17.3	0.8	16.5	9.1	6.5
Cc1ccc(C(=O)NNC(=O)C(C)Oc2ccccc2F)cc1S(=O)(=O)N1CCOCC1 (centres undefined)	-2.8	7.2	5.4	-6.6	10.0	-19.7	14.9	-10.0	-4.9	4.8	17.8
Cc1cccc(N=C2NC(=O)/C(=C/c3cccn3C)S2)c1C	-3.1	-10.7	5.3	9.6	-3.8	11.7	-5.9	0.7	3.9	30.0	7.9
O=C(O)c1ccc(N2C(=O)c3ccccc3C2=O)cc1[N+](=O)[O-]	2.9	-6.3	12.9	-5.1	-6.7	1.3	-16.0	-13.3	5.3	-8.5	5.0
Cc1cccc(Nc2ncnc3onc(-c4cccc(Cl)c4)c23)c1C	-0.9	4.0	-23.5	-10.5	-9.3	-1.2	6.1	4.0	-3.0	13.2	3.7
Cc1ccc(C(=O)N2CCN(c3ncccn3)CC2)c(C)c1	4.9	0.7	-1.8	3.6	-5.0	-1.3	3.9	0.2	1.7	3.6	0.5
CC1CCCCN1CCCNC(=O)c1ccc2c(=O)n(CCc3ccccc3)c(=O)[nH]c2c1 (centres undefined)	5.6	-44.6	4.1	9.0	-3.9	-2.5	16.5	-6.2	-3.4	-30.3	2.8
CCOc1cc(Cl)c(S(=O)(=O)NCCCn2ccnc2)cc1Cl	-30.5	4.3	24.2	-7.5	9.3	17.7	7.9	-5.3	3.7	27.7	8.6
COc1ccc(-c2c3c(cc4ncn(Cc5ccccc5)c24)COC3=O)cc1	-7.5	-28.5	-32.0	-7.2	25.1	-5.8	-6.8	-2.8	7.7	-14.9	-47.8
CC(C)C(=O)Nc1cccc(NC(=O)c2cccc(Br)c2)c1	-6.6	-17.3	4.6	-1.2	-8.4	-35.6	-3.5	7.4	-3.0	-8.2	-13.5

Single records, as listed above. Screens in order: Vif inh, SRC1 inh, COUP-TFII inh, TLR9-MyD88 inh, NR5A2 inv ag, SRC2 inh, C8 TRAIL sens, NOD2-RIPK2 inh, LMP1 NFkB inh, TROY signal inh, NCOA3 inh
C[C@H](NC(=O)OCc1ccccc1)C(=O)N[C@@H](Cc1c[nH]c2ccccc12)C(=O)O as listed: -10.7, -15.8, -7.2, 1.7, 18.3, -32.5, 10.6, -8.0, -1.7, 7.8, -7.5
CC(C1CC2CCC1C2)n1c(-c2cccs2)n[nH]c1=S (centres undefined) as listed: 2.1, 15.9, -3.9, -6.4, 3.8, 6.3, 9.4, -0.5, 5.4, 10.6, 12.6
Cc1cccc(Nc2ncnc3onc(-c4cccc(Cl)c4)c23)c1C as listed: -0.9, 4.0, -23.5, -10.5, -9.3, -1.2, 6.1, 4.0, -3.0, 13.2, 3.7

Four compounds from above with just C8 TRAIL sens, Vif inh and TROY signal inh.
SMILES	C8 TRAIL sens	Vif inh	TROY signal inh
Cc1ccc(C(=O)NNC(=O)C(C)Oc2ccccc2F)cc1S(=O)(=O)N1CCOCC1 (centres undefined)	14.9	-2.8	4.8
Cc1cccc(N=C2NC(=O)/C(=C/c3cccn3C)S2)c1C	-5.9	-3.1	30.0
O=C(O)c1ccc(N2C(=O)c3ccccc3C2=O)cc1[N+](=O)[O-]	-16.0	2.9	-8.5
Cc1cccc(Nc2ncnc3onc(-c4cccc(Cl)c4)c23)c1C	6.1	-0.9	13.2

(further entries)
SMILES	Vif inh	SRC1 inh	COUP-TFII inh	TLR9-MyD88 inh	NR5A2 inv ag	SRC2 inh	C8 TRAIL sens	NOD2-RIPK2 inh	LMP1 NFkB inh	TROY signal inh	NCOA3 inh
Cc1nc2ccc(NC(=S)NC3CC3)cc2nc1C	-15.8	-15.9	-9.0	-11.5	3.0	-4.5	3.4	1.1	-5.9	5.4	13.6
CCOC(=O)c1cc2c(=O)n3cccc(C)c3nc2n(CC2CCCO2)c1=NC(C)=O (centres undefined)	0.8&-10.5	8.1&0.9	73.5*!	-5.2&4.8	9.8&12.3	4.9&-24.9	1.5&-11.6	5.6&-8.3	4.9&-3.1	-19.8&-10.1	-12.1&10.0
C=CCc1ccccc1OCCOc1ccc([N+](=O)[O-])cc1/C=N/NC(N)=O	6.6	1.4	-3.4	1.0	7.2	9.0	1.6	-3.4	1.1	25.0	11.9
O=C(COc1ccc(C(=O)c2ccccc2)cc1)NC1CCCCC1	13.4	9.4	1.9	-5.0	4.2	7.3	7.1	-7.4	-1.9	-3.3	9.3
